High-throughput results from PubChem.
Myeloid diff MLP: induction of myeloid progenitor differentiation, primary screen, cell-based, flow cytometry, MLPCN library; ER-HoxA9 myeloid progenitors, lysozyme-GFP differentiation; calls only at 10 µM; 360,000 tested, 1% active; AID 624256, 2012;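 active = normalized GFP-positive differentiation at or above the plate's own cutoff, the solvent-only control mean plus 3 SD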;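 also: cells exposed to compound for four days before flow analysis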
NTR1 ag: agonists of NTR1, primary screen, imaging, U2OS cells, beta-arrestin-GFP, high content (AID 493036); NTR1-U2OS beta-arrestin-GFP spot imaging, agonist mode; activation, % at 20 µM; 330,000 tested, 0.17% active;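 active = activation at or above 40% of the spot to cytoplasm intensity ratio, with at least 20 cells analyzed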;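 also: 0% = DMSO without peptide and 100% = 100 nM NTR1 peptide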
Target sequence (P30989 whole entry, looked up): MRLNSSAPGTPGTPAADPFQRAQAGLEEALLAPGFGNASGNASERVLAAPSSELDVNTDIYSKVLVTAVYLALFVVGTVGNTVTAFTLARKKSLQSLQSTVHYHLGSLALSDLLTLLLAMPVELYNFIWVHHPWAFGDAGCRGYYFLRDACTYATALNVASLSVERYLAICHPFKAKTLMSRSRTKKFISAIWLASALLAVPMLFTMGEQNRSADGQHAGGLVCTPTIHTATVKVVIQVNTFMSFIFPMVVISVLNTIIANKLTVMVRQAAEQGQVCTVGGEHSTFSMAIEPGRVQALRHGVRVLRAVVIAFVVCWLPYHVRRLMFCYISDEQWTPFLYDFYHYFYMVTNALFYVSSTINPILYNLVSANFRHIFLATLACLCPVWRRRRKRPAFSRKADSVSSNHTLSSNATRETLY
KOR beta-arrestin-1: KOR agonists, beta-arrestin recruitment, primary screen, cell-based, luminescence, uHTS (AID 1777); Kappa-type opioid receptor (Homo sapiens); KOR beta-arrestin recruitment, luminescence; higher % means a stronger effect; one-dose activation, % at 10 µM; EC50 in µM for titrated hits; 280,000 tested, 0.02% active; in the data active = activation above about 50%, passing the limit was not always enough; also: a part of the inactive calls stands beside numbers as strong as those of hits
KOR beta-arrestin-2: KOR antagonists, beta-arrestin recruitment, cell-based, luminescence, uHTS (AID 1778); Kappa-type opioid receptor (Homo sapiens); KOR beta-arrestin recruitment, luminescence, antagonist mode; higher % means a stronger effect; one-dose inhibition, % at 10 µM; IC50 in µM for titrated hits; 290,000 tested, 0.091% active; also: strong numbers were not always called active
NOD2 inhibition: NOD2 signaling inhibitors, cell-based, luminescence, uHTS, HEK293 (AID 1566); 290,000 tested, 0.63% active; HEK293 NOD2/NF-kB luciferase reporter, luminescence; higher % means a stronger effect; one-dose inhibition, % at 4 µM; EC50 in µM for titrated hits; also: many of its hits are not listed in these tables
NOD1 NF-kB reporter: NOD1 signaling inhibitors, primary screen, cell-based, luminescence, uHTS (AID 1578); NOD1-driven NF-kB luciferase reporter cells, luminescence; higher % means a stronger effect; one-dose inhibition, % at 4 µM; EC50 in µM for titrated hits; 290,000 tested, 1% active; in the data active = inhibition mostly above about 36%, no sharp cut-off; inactive = mostly below about 34%;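 also: HEK-293T reporter cells stimulated with the NOD1 agonist gamma-tri-DAP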
GPR55 beta-arrestin: GPR55 agonists via beta-arrestin recruitment, primary screen, imaging, U2OS cells, beta-arrestin-GFP redistribution (AID 1961) | activation, % at 10 µM; hits with a dose series show EC50 in µM | 290,000 tested, 0.048% active | U2OS GPR55 beta-arrestin-GFP redistribution imaging; higher % means a stronger effect;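 active = activation above 40% with more than 50 cells counted in the well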;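 also: U2OS osteosarcoma cells stably expressing GPR55 and beta-arrestin-GFP; plate controls were DMSO negative control for no effect and LPI positive control for full effect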
GPR55 LPI antagonism: GPR55 antagonists blocking LPI-driven arrestin recruitment, primary screen, imaging, U2OS, beta-arrestin-GFP, LPI agonist (AID 2013); U2OS GPR55 beta-arrestin-GFP translocation imaging, LPI antagonism; higher % means a stronger effect; one-dose inhibition, % at 10 µM; IC50 in µM for titrated hits; 290,000 tested, 0.13% active;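 active = spots per cell inhibited over 60%, with over 100 cells counted and total cytoplasm intensity under 500,000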;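 also: U2OS cells stably carrying GPR55 and arrestin-GFP stimulated by 5 µM LPI near EC80; imaged beta-arrestin-GFP aggregate spots per cell after agonist stimulation; plate controls were LPI-stimulated DMSO wells for no effect and DMSO wells without LPI for full effect; some results filed as inactive read as strong as hits; confirmed hits need IC50 under 10 µM and bright autofluorescent wells are also inconclusive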
T cell HTS: modulators of CD8 T cell-vesicle binding, primary screen, mouse 2C CD8+ T cells, flow cytometry; 330,000 tested, 0.068% active; 2C CD8+ T cell-vesicle binding; hits give low values; calls only at 7 µM; AID 2052, 2009;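 active = response, share of CD8 T cells binding vesicles, and their 90th percentile fluorescence all below set limits, cut at about 80% in these data, passing the limit was not always enough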
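Benchmarks: naked versus QL9-loaded vesicles / Assay system: purified 2C TCR transgenic mouse naive CD8+ T cells / Technique: high-throughput flow cytometry with anti-B7-1 and anti-CD8 staining / Timing: Cell–vesicle co-incubation 1.5 h at 37 °C, staining 20 min on ice / Read-out: percent CD8+ FL2 mean versus row control / Probe or stimulus: QL9-loaded Drosophila micro-vesicles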
T cell HTS vesicle-bound %: also measured in T cell HTS; calls as there; double positive events, %; measured here: CD8+ vesicle-bound cell fraction;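 binding gate set so that unloaded-vesicle control wells show 10% double positive cells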
NTR1 ag cell count 20 µM: further read-out of NTR1 ag, marked with its call; cell count; measured here: cell count, cytotoxicity flag
Myeloid diff MLP GFP+ MAC1+ %: second read-out of Myeloid diff MLP, no call of its own (marks repeat the call); GFP+ MAC1+ double positive, %; measured here: differentiation confirmed by MAC1 staining
An asterisk follows results filed as active; i = inactive; / = no result given; [ ] = remark or other dose. Rule as the data show it, unless noted: active = inhibition above about 50%; inactive = the rest. Only part of the results is shown; count on the stated rates, not on these rows.

Every second line gives: Myeloid diff MLP, Myeloid diff MLP GFP+ MAC1+ %, NTR1 ag, NTR1 ag cell count 20 µM, KOR beta-arrestin-1, KOR beta-arrestin-2, NOD2 inhibition, NOD1 NF-kB reporter, GPR55 beta-arrestin, GPR55 LPI antagonism, T cell HTS, T cell HTS vesicle-bound %
Cc1nn(C)cc1-c1n[nH]c(=S)n1-c1ccc(F)cc1
  i, 0.1, 0.0, 43, -1.6%, 31.2%, 8.0%, -1.9%, -0.3%, 4.7%, i, 37.9
CCCC(=O)NNC(=O)CCC(=O)Nc1ccccc1Cl
  i, 0.8, 0.6, 40, -3.5%, -2.9%, 7.9%, -24.5%, -0.8%, 7.4%, i, 41.2
c1ccc(-n2ncc3c2ncn2c(C4CCCCC4)nnc32)cc1
  /, /, /, /, 2.5%, -16.8%, -56.9%, -58.2%, -0.3%, 16.6%, /, /
COc1ccc(CCNc2cc(=O)[nH]c(N)n2)cc1
  i, 7.9, 0.6, 53, 3.3%, -16.0%, -20.0%, -31.6%, -0.2%, 11.9%, i, 33.7
COc1ccc(CCN2CC(C(=O)N(C)Cc3ccc4nsnc4c3)CCC2=O)cc1 (stereo unspecified)
  i, 1.6, 0.6, 52, 3.2%, -6.2%, -2.2%, -35.4%, -0.1%, -6.3%, i, 58.0
O=C(Nc1ccc(S(=O)(=O)Nc2nccs2)cc1)c1nn(-c2ccc(F)cc2)ccc1=O
  i, 1.1, -0.7, 65, 6.0%, 9.6%, 17.1%, -37.8%, 0.3%, 6.5%, i, 11.2
O=C(/C=C/c1ccccc1)NNC1=NS(=O)(=O)c2ccccc21
  i, 0.3, 2.9, 36, /, -7.6%[20 µM], 10.5%, -15.7%, 0.2%, 15.3%, i, 11.9
O=S(=O)(CCN(CCS(=O)(=O)C(F)(F)F)CC1CCCO1)C(F)(F)F (stereo unspecified)
  i, 13.9, -0.1, 58, -3.9%, -27.2%, 0.7%, 6.9%, -0.2%, -5.3%, i, 34.9
CNC(=O)c1nn(-c2ccc(C)cc2)ccc1=O
  i, 0.5, 0.1, 54, -4.7%, 3.2%, 5.2%, -19.0%, -0.2%, 6.7%, i, 27.3
CCn1c(SCC(=O)NC2CC2)nnc1-c1ccncc1
  i, 0.5, -0.4, 63, -0.4%, -1.5%, 9.8%, -24.3%, 0.2%, 14.2%, i, 10.1
COc1cccc(Cn2c(=O)ccc3ccccc32)c1
  i, 0.5, -0.2, 95, 4.7%, -22.8%, -14.1%, -6.8%, -0.4%, 0.7%, i, 64.5
CC1CCCC(NC(=O)COC(=O)/C=C/c2ccc3c(c2)OCO3)C1C (stereo unspecified)
  i, 0.1, -1.5, 74, -4.9%, -3.1%, 5.1%, -24.0%, 0.1%, 1.9%, i, 32.5
CC(C)c1ccc(S(=O)(=O)N2CCN(CCC(=O)Nc3ccc(N(C)C)cc3)CC2)cc1
  i, 1.6, /, /, -2.7%, 11.3%, -42.2%, -11.0%, 0.5%, 7.7%, /, /
CC(=O)NC(C)C(=O)OCC(=O)c1ccc(Cl)s1 (stereo unspecified)
  i, 0.7, -1.5, 93, /, 12.0%, -2.6%, 1.5%, 0.2%, 2.5%, i, 28.4
CCN1CCN(c2nc3c(C)cccn3c(=O)c2/C=C(\C#N)C(=O)NC)CC1
  /, /, 1.9, 55, -1.7%, -21.9%, 8.7%, 7.3%, 0.4%, 1.9%, i, 28.1
CCCCc1nc(NCc2ccccc2)c(C#N)c2c1COC(C)(C)C2
  i, 0.7, -1.4, 62, 5.0%, -28.1%, 5.0%, -10.2%, -0.1%, 0.1%, i, 19.4
Cc1cccc(NC(=O)NNC(=O)COc2ccc(Cl)cc2)c1
  i, 0.1, 0.3, 84, -3.1%, -43.3%[20 µM], -2.5%, -14.8%, 0.2%, 0.5%, i, 63.2
Cc1c(Cl)cccc1Nc1ccccc1C(=O)O
  i, 1.6, -0.5, 48, -0.8%, 4.4%, 21.7%, -29.8%, -0.3%, -26.2%, i, 26.2
O=c1[nH]c(SCc2ccc(F)cc2)nc2c1cnn2-c1ccc(F)cc1
  i, 1.4, 8.8, 94, 3.1%, -0.5%, -7.2%, 3.8%, -0.1%, -2.5%, i, 25.3
Cc1[nH]n(-c2ccc([N+](=O)[O-])cc2)c(=O)c1C=NCC1CCCO1 (stereo unspecified)
  i, 0.2, 1.0, 43, -7.4%, -29.3%, -28.8%, -26.9%, -0.1%, 1.6%, i, 55.1
O=C(CN1CCN(S(=O)(=O)c2ccc(Br)cc2)CC1)Nc1ccc2c(c1)OCCO2
  i, 0.8, 3.2, 43, -0.6%, -13.9%, -3.7%, -29.4%, -0.1%, 22.2%, i, 48.4
O=C(O)COCCN1CCN([C@H](c2ccccc2)c2ccc(Cl)cc2)CC1
  i, 1.4, -0.9, 63, 11.3%, -52.4%, -8.7%, -11.2%, -0.5%, -17.7%, i, 57.6
CCCCc1cc(=O)oc2cc(C)cc(OCC(=O)NC(Cc3ccc(Cl)cc3)C(=O)O)c12 (stereo unspecified)
  i, 1.7, -1.0, 88, 4.6%, -39.6%[20 µM], 15.3%, -15.9%, 0.5%, -6.2%, i, 1.8
Cc1ccc2c(CN3CCN(Cc4ccccc4)CC3)cc(=O)oc2c1C
  i, 0.6, 1.7, 103, 3.5%, 12.8%, 16.4%, -0.4%, 0.4%, 5.5%, i, 9.4
CCn1c(SCC(=O)Nc2ccc(C(C)=O)cc2)nc2nc3c(cc2c1=O)CCCC3
  i, 2.4, 6.4, 55, -4.8%, 10.6%, -0.9%, -24.3%, -0.4%, 6.1%, /, /
N#Cc1cc(-c2ccccc2)nc(Oc2ccccc2)n1
  i, 0.1, 5.4, 88, -0.6%, 3.2%, 10.8%, 43.2%, 0.6%, 1.8%, i, 33.3
COCCCNC(=O)Cn1nc(-c2ccccc2OC)ccc1=O
  i, 1.3, 0.7, 57, -0.1%, 15.8%, 7.5%, 7.0%, -0.1%, 9.6%, i, 51.1
Cc1nnnn1CC(=O)Nc1cccc([N+](=O)[O-])c1
  i, 0.3, -1.6, 47, -4.7%, 34.1%, -17.5%, -12.4%, -0.1%, 2.5%, i, 42.0
CC(C)(C)c1ccc(CNc2ccc([N+](=O)[O-])cn2)cc1
  i, 0.6, /, /, 4.1%, 22.7%, -90.8%, -32.2%, 0.9%, 6.7%, i, 23.5
CCn1c(/C=C/c2ccc(F)cc2)nc2ccccc2c1=O
  i, 0.5, 0.9, 67, -3.1%, -21.3%[20 µM], 10.3%, -9.2%, -0.3%, 5.8%, i, 61.7
COc1ccc(Cl)cc1CN1CCOCC1
  i, 0.5, 0.3, 55, 4.9%, -8.7%, -10.7%, -7.8%, 0.6%, -6.8%, i, 37.3
O=C(NCc1cc(C(F)(F)F)ccc1F)C1CCC(=O)N(C2CC2)C1 (stereo unspecified)
  i, 5.3, 1.1, 55, 6.5%, -9.5%, 4.6%, -28.7%, 0.3%, 24.2%, i, 67.0
COc1ccc(CC(=O)Nc2cccc(SC)c2)cc1OC
  i, 1.8, /, /, -2.8%, 12.3%, 25.2%, 40.0%, 0.1%, 15.1%, /, /
Cc1ccc2cc(C(c3nnnn3Cc3ccccc3)N3CCc4ccccc43)c(=O)[nH]c2c1C (stereo unspecified)
  i, 2.5, 0.3, 77, -1.0%, -10.5%, 7.6%, -10.6%, 0.0%, 3.8%, i, 25.0
O=C(CSCCO)Nc1cccc(C(F)(F)F)c1
  i, 8.0, 1.3, 80, -1.4%, 19.4%, -7.2%, /, -0.1%, 5.0%, i, 60.7
FC(F)(F)c1cc(-c2ccco2)nc(NCc2ccco2)n1
  i, 0.7, -1.4, 76, -5.6%, 10.7%, 2.2%, -23.1%, -0.3%, -1.6%, i, 44.6
c1ncn(C23CC4CC(CC(C4)C2)C3)n1
  i, 0.9, -0.7, 38, 1.8%, 24.9%, 19.1%, -20.0%, -0.2%, 4.3%, i, 34.1
Fc1ccc(NCc2nnc(SCc3ccccc3)o2)cc1
  i, 0.1, -0.3, 72, /, 2.9%[20 µM], -5.6%, -6.7%, -0.3%, 0.5%, i, 26.6
COc1ccc(/C(C)=N/NC(=O)c2nnn(-c3nonc3N)c2-c2cccs2)cc1OC
  i, 2.5, 0.5, 87, -0.3%, 25.4%, -39.7%, 4.7%, -0.1%, -0.2%, i, 20.6
Cc1cccc(N2CC(C(=O)Nc3ccc(S(=O)(=O)NCC4CCCO4)cc3)CC2=O)c1C (stereo unspecified)
  /, /, 2.0, 54, -0.1%, -32.2%, 9.7%, -22.6%, -0.1%, 2.9%, i, 18.9
O=C(COC(=O)c1ccc(-c2nnc(-c3ccccc3)o2)cc1)c1ccccc1
  i, 0.3, 0.4, 53, -2.7%, 14.6%, -12.7%, -25.0%, -0.1%, 10.9%, i, 39.4
Cc1ccc(S(=O)(=O)N2CCCC(C(=O)NC3CC3)C2)cc1 (stereo unspecified)
  i, 3.2, 2.3, 39, -0.2%, -10.3%, 8.8%, -24.4%, 0.3%, 11.5%, i, 19.2
Cc1cc(OC2CCCCC2)nc(NCc2ccccc2)n1
  i, 0.6, 3.0, 47, 3.7%, 18.6%, -21.4%, -3.5%, 0.4%, -10.1%, i, 16.2
COc1ccc(C(C#N)N2CCCCC2)cc1OC (stereo unspecified)
  i, 5.9, 0.5, 50, -1.4%, 8.0%, 8.4%, 3.1%, -0.2%, -11.5%, i, 26.0
CCOCCN(C(=O)COC)c1cccc(OC)c1
  i, 0.4, -0.2, 54, -2.0%, -6.8%, 18.6%, -17.2%, 0.4%, 11.1%, i, 29.9
